# Screens deposited in PubChem BioAssay by Broad Institute.
# AID1053144: Wnt/beta-catenin signaling activators, dose response, cell-based, iPS-derived NPC, luciferase, Wnt3a, cherry-pick (AID 1053144); NPC TCF/LEF luciferase reporter, Wnt3a EC25, 24 h; AC30 in µM for hits, for the others activation, % at the top dose, mostly 26 µM; 4.8% of 3,400 active;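 active means fitted curve reaches 30% activation at a concentration no higher than the top valid tested dose, luminescence rising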;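 further: wnt3a stimulus is conditioned medium from Wnt3a-transfected mouse L cells at 5% in well; 0% = neutral control wells and 100% = CHIR-99021 positive control wells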
# * marks the source's active call; other numbers are inactive results. This is a subset; count on the stated rates, not on these rows.
SMILES,AID1053144
CCOc1ccc(NC(=O)c2ccc3c(c2)N(C)CCS3)cc1,2%
CCc1sc(C(=O)Nc2ccc3c(c2)OCCO3)cc1Br,19%
CC(C)c1ccc(OCc2nc(-c3ccccn3)no2)c(Br)c1,20%
COc1ccc(/C=C(/NC(=O)c2ccccc2Cl)C(=O)O)cc1,1%
C=CCNc1nc(-c2ccc3c(c2)OCCO3)cs1,10%
CN(C(=O)CSc1nc2ccccc2o1)C1CCCCC1,8%
Cc1ccc(NC(=O)Nc2ccccc2)c(Br)c1,5%
c1ccc(Cn2cc(CSc3ccccc3)nn2)cc1,7%
CCOC(=O)c1csc(NC(=O)c2ccccc2)n1,13%
Cc1ccc2oc(Nc3nc(C)c(C)c(C)n3)nc2c1,6%
CCc1nnc(NC(=O)CSc2nc3c(cc2C#N)CCC3)s1,1%
O=C(Cc1noc2ccccc12)Nc1ccccn1,12%
CSc1cccc(NC(=O)c2cnn3ccccc23)c1,5%
O=C(NC1=NCCS1)Nc1ccccc1,7%
O=C(/C=C\c1ccc(-c2ccccc2)o1)c1ccccc1,4.2µM*
O=C(Nc1nc2cc3c(cc2s1)OCCO3)c1ccc([N+](=O)[O-])o1,9.1µM*
CCN(CC)CCn1c(SCC(=O)NCc2ccco2)nc2c(sc3ccccc32)c1=O,-1%
C=CCNC(=O)C1CC1(c1cccc(C)c1)c1cccc(C)c1 (stereo unspecified),8%
O=C(Nc1nccs1)c1sc2cc(Cl)ccc2c1Cl,1%
O=C(c1ccc(F)cc1)c1cc2ccccc2o1,11%

# Taken from above:
# Under AID1053144, O=C(Nc1nccs1)c1sc2cc(Cl)ccc2c1Cl is entered as 1%
# Under AID1053144, O=C(c1ccc(F)cc1)c1cc2ccccc2o1 is entered as 11%
# Under AID1053144, CCN(CC)CCn1c(SCC(=O)NCc2ccco2)nc2c(sc3ccccc32)c1=O is entered as -1%
# Under AID1053144, O=C(Nc1nc2cc3c(cc2s1)OCCO3)c1ccc([N+](=O)[O-])o1 is entered as 9.1µM*

# (further entries)
SMILES,AID1053144
CN(C)c1ccc(/C=N/NC(=O)c2ccn(C)n2)cc1,13%
CCc1noc(C)c1C(=O)OC(C)C(=O)c1c(C)[nH]c2ccccc12 (stereo unspecified),-1%
Cc1nc(-c2ccccc2)nc2[nH]c(C(C)C)cc(=O)c12,0%
Cc1cccc(-c2noc(CCc3ccccc3)n2)c1,12%
O=[N+]([O-])c1cccc(-c2ccc(C(=S)N3CCOCC3)o2)c1,8%
CCCc1nc2oc3ccccc3c(=O)c2c(=O)n1-c1ccc(C)cc1,12%
CC(=O)Oc1ccc(-c2cc3ccc(OC(C)=O)cc3oc2=O)cc1,21%
O=C(N/N=C/c1ccc(N2CCOCC2)cc1)c1cccs1,9%
C=CCN=c1scc(-c2ccco2)n1/N=C/c1ccc(O)c(O)c1O,4%
Cc1cccc(C(=O)OCC(=O)c2ccc3c(c2)OCO3)c1O,10%
O=C(O)COn1c(-c2ccccc2)nc2ccc([N+](=O)[O-])cc21,9%
CCCCN1C(=O)c2cccc3cc(O)cc(c23)C1=O,15%
O=C1CSC(c2cccnc2)N1Cc1ccc(Cl)cc1 (stereo unspecified),9%
CC(Sc1ccsc1[N+](=O)[O-])C(=O)NCc1ccccc1 (stereo unspecified),-2%
CCCSc1nnc(NC(=O)Nc2ccccc2)s1,1%
O=C(COC(=O)c1ccc[nH]c1=O)NCCc1ccc(Cl)cc1Cl,8%
OC[C@H]1O[C@@H](c2nc(-c3nc(-c4ccc(F)cc4)no3)cs2)[C@H](O)[C@@H]1O,6%
Cc1nn(-c2ccccc2)c(C)c1C(=O)OCC(=O)Nc1ccccc1F,6%
COc1ccc(-c2nnc(-c3ccc(F)cc3)o2)cc1,6%
O=C(Nc1nc2ccsc2c(=O)s1)c1ccc(F)cc1Cl,3%
COc1ccc(N=Cc2c(O)[nH]c3ccccc23)cc1,13%
CCOC(=O)c1c(C)[nH]c(N=Nc2cccc(OC)c2)c1C,3%
O=C(COC(=O)c1cccc(O)c1)c1ccccc1,14%
CCOC(=O)c1cc(OCC)c2c(ccc3ccccc32)n1,2%
Brc1ccccc1-c1nc2c3ccccc3ncn2n1,7%
COc1cc(NC(=O)c2ccccc2Cl)ccc1NC(=O)c1ccco1,13%
COc1n[nH]c(C(=O)Nc2nc3ccccc3s2)c1[N+](=O)[O-],13%
CN(C)c1ccc(N=c2sc3ccccc3n2C)cc1,18%
C(=C\c1ccccc1)/C=N/Nc1nc2ccccc2[nH]1,20%
Cc1ccc(C2=N/C(=C\N3CCCCC3)C(=O)O2)cc1,10%

# No new results follow: entries from further up.
SMILES,AID1053144
CC(C)c1ccc(OCc2nc(-c3ccccn3)no2)c(Br)c1,20%
COc1ccc(/C=C(/NC(=O)c2ccccc2Cl)C(=O)O)cc1,1%
C=CCNc1nc(-c2ccc3c(c2)OCCO3)cs1,10%
CN(C(=O)CSc1nc2ccccc2o1)C1CCCCC1,8%
Cc1ccc(NC(=O)Nc2ccccc2)c(Br)c1,5%
c1ccc(Cn2cc(CSc3ccccc3)nn2)cc1,7%
CCOC(=O)c1csc(NC(=O)c2ccccc2)n1,13%
Cc1ccc2oc(Nc3nc(C)c(C)c(C)n3)nc2c1,6%
CCc1nnc(NC(=O)CSc2nc3c(cc2C#N)CCC3)s1,1%
O=C(Cc1noc2ccccc12)Nc1ccccn1,12%
CSc1cccc(NC(=O)c2cnn3ccccc23)c1,5%
O=C(NC1=NCCS1)Nc1ccccc1,7%
O=C(/C=C\c1ccc(-c2ccccc2)o1)c1ccccc1,4.2µM*
O=C(Nc1nc2cc3c(cc2s1)OCCO3)c1ccc([N+](=O)[O-])o1,9.1µM*
CCN(CC)CCn1c(SCC(=O)NCc2ccco2)nc2c(sc3ccccc32)c1=O,-1%
C=CCNC(=O)C1CC1(c1cccc(C)c1)c1cccc(C)c1 (stereo unspecified),8%
O=C(Nc1nccs1)c1sc2cc(Cl)ccc2c1Cl,1%
O=C(c1ccc(F)cc1)c1cc2ccccc2o1,11%
CN(C)c1ccc(/C=N/NC(=O)c2ccn(C)n2)cc1,13%
CCc1noc(C)c1C(=O)OC(C)C(=O)c1c(C)[nH]c2ccccc12 (stereo unspecified),-1%
Cc1nc(-c2ccccc2)nc2[nH]c(C(C)C)cc(=O)c12,0%
Cc1cccc(-c2noc(CCc3ccccc3)n2)c1,12%
O=[N+]([O-])c1cccc(-c2ccc(C(=S)N3CCOCC3)o2)c1,8%
CCCc1nc2oc3ccccc3c(=O)c2c(=O)n1-c1ccc(C)cc1,12%
CC(=O)Oc1ccc(-c2cc3ccc(OC(C)=O)cc3oc2=O)cc1,21%
O=C(N/N=C/c1ccc(N2CCOCC2)cc1)c1cccs1,9%
C=CCN=c1scc(-c2ccco2)n1/N=C/c1ccc(O)c(O)c1O,4%

# The results go on:
SMILES,AID1053144
O=C(/C(=C/c1ccc(Cl)cc1)c1nc2ccccc2[nH]1)c1ccccc1,-6%
O=C1NC(=Nc2ccccc2)S/C1=C/c1cccs1,8%
c1ccc(-c2csc(N3CCOCC3)n2)cc1,5%
C=CCn1c2ccccc2c(=O)c2cc(C#CC[C@@H](C)O)ccc21,18%
c1ccc(-c2ccc(-c3ccccn3)s2)nc1,13%
O=C(Nc1nccs1)OCc1ccccc1,3%
Cc1oc(=O)c(NC(=O)c2cccc(Cl)c2)cc1C(=O)c1ccccc1,7.1µM*
COC(=O)c1ccc(-c2cc3onc(-c4ccccc4)c3c(=O)n2C)cc1,4%
O=Cc1c(-c2ccc(Cl)cc2)oc2ccc(O)cc12,21%
Oc1ccc(/C=N/Nc2nccnc2Cl)cc1,10%
O=C(CN(C(=O)c1cc2c(s1)CCC2)C1CCCC1)NCc1cccs1,4%
Cc1cc(C)nc(NC(=O)/C=C/c2ccccc2Cl)c1,14%
O=C(Nc1ccc(N2CCCCC2)cc1)c1cncc(Br)c1,15%
Cc1occc1-c1nnc(SC(C)C(=O)Nc2ccccc2F)o1 (stereo unspecified),5%
CCn1c(-c2ccccc2)csc1=Nc1ccc(O)cc1,6%
Nc1nc(-c2cc3ccccc3o2)cs1,4.8µM*
O=C(Nc1ccc(F)cc1F)c1cc2ccccc2oc1=O,12%
CCC(=O)N(Cc1ccco1)Cc1cc2cccc(C)c2n2nnnc12,0%
c1ccc(-c2ccc3c(n2)CCCN3Cc2ccccn2)cc1,12%
COc1ccc(-c2nc(-c3cccnc3)no2)cc1,10%
Clc1ccc(-c2nnc(-c3ccccc3)o2)c(Cl)c1,2%
CCOC(=O)C1=C(CC)Nc2ccccc2N=C1N,3%
CCOc1ccc(CCNC(=O)/C=C/c2ccco2)cc1OCC,13µM*
O=C(NC1=NCCS1)c1ccc(OCC2CCCO2)cc1 (stereo unspecified),9%
Cc1ccc(C(=O)Nc2ccc(N3CCCCC3)cc2)cc1,7%
CC1CCC(NC(=O)c2cc3ccccc3cc2O)CC1 (stereo unspecified),8%
Cc1nn(C)c(C)c1/C=C/C(=O)c1cccs1,17%
O=C(Nc1ccc2c(c1)CCC2)c1cccc(OC(F)F)c1,12%
O=c1nc2c(-c3ccccc3F)n[nH]n2c2ccccc12,18%
CC(=O)Nc1nc(-c2ccc3c(c2)OCO3)cs1,13%
Cc1nc(NC(=O)C2CCCCC2)sc1C,10%
O=C(c1cccs1)N(C(=O)c1cccs1)c1ccc(Br)cn1,8%
COc1ccccc1-c1nc(COc2ccc(Cl)cc2Cl)no1,11%
Cn1cc(-c2nnc(-c3ccccc3)o2)c2ccccc21,2%
Oc1c(/C=N/c2ccccn2)sc2ccccc12,6%
O=C(Oc1ccccc1/C=C\C(=O)c1cc2ccccc2o1)c1ccccc1,3%
COC(=O)CSc1nc2ccccc2c(=O)n1C,4%
Cc1ccc(O)c(-c2cc(-c3ccc(F)cc3)no2)c1,8%
Cc1ccnc(NC(=O)Nc2cccc(F)c2)n1,6%
Cc1nn(CCOc2ccccc2)c(=O)n1-c1c(F)cccc1F,9%
CC(O)CNCc1ccccc1C(F)(F)F (stereo unspecified),1%
O=C(c1cc(=O)[nH]c2ccccc12)N1CCN(c2ccc([N+](=O)[O-])cc2)CC1,10%
c1cnc(SCCCOc2ccc3ccccc3c2)nc1,15%
COc1ccc(NC(=O)Cc2ccccc2)cc1,5%
O=C(COc1ccc2oc3c(c2c1)CCCC3)Nc1ccccn1,6%
O=S(=O)(c1cccs1)N1CCCc2cccc(O)c21,8%
Cc1cccc(-n2ncc3c(N4CCC(C)CC4)ncnc32)c1,1%
O=C1C(=Cc2cccs2)CCc2ccccc21,2%
COc1cc(/C=N/Nc2ccccn2)ccc1O,16%
c1ccc(Cn2c(-c3ccco3)nc3nc4ccccc4nc32)cc1,7%

# At a glance, part of the list above:
SMILES,AID1053144
CC(O)CNCc1ccccc1C(F)(F)F (stereo unspecified),1%
O=C(c1cc(=O)[nH]c2ccccc12)N1CCN(c2ccc([N+](=O)[O-])cc2)CC1,10%

# The list continues.
SMILES,AID1053144
c1ccc(-c2ccc3ccccc3n2)cc1,15%
Cc1ccc(NC(=O)c2cnn(-c3ccccc3)c2C)c(C)c1,11%
O=C(/C=C/c1ccc(O)cc1)c1ccccc1,16%
CN(CC(=O)Nc1ccc(F)cc1)C(=O)COC(=O)c1cccc(N(C)C)c1,9%
O=C(NN=Cc1ccc(OC(F)F)cc1)c1ccc(NS(=O)(=O)c2cccs2)cc1,1%
COc1ccc(-n2ncc3c(NCc4cccnc4)ncnc32)cc1,20%
Nc1ccccc1C#Cc1ccccc1,13%
COc1ccc(C2C(C#N)=C(N)N(c3ncn[nH]3)C3=C2C(=O)CCC3)cc1 (stereo unspecified),8%
Cc1cnc(C(=O)Nc2ccc(C(C)C)cc2)cn1,12%
CN1CCN(C(=O)c2cc(COc3ccccc3)on2)[C@@H](c2ccccc2)C1,21%
NC(=O)c1ccc(-c2noc(-c3cccc(Cl)c3)n2)cc1,14%
CC(C)c1[nH]nc2c1C(C1C=CCCC1)C(C#N)=C(N)O2 (stereo unspecified),9%
CCCC1CCC(c2ccc(OCC)cc2)=CC1=O (stereo unspecified),12%
O=C(Nc1ccccc1)Nc1nnc(-c2ccccc2)s1,9%
COc1ccc(-c2cc3cc(F)ccc3cn2)cc1,8%
CCOC(=O)c1csc(-c2ccc3c(c2)CCO3)n1,10%
O=C(Nc1ncccc1O)c1ccc2c(c1)OCO2,7.7µM*
Fc1cccc(CSc2ccc(-c3ccco3)nn2)c1,12%
Cc1nc2nc(-c3cccs3)cn2nc1C,12%
CCOC(=O)c1cnc2c(-c3ccccc3)cnn2c1C,16%
N=c1c2c(ncn1CCCO)Oc1c(ccc3ccccc13)C2c1ccccc1 (stereo unspecified),-1%
COC(=O)[C@H](Cc1ccccc1)NC(=O)NCc1ccc(C)cc1,4%
Cn1c(C(=O)Nc2ccccc2)cc2sccc21,12%
COc1ccc2cc(-c3cccnc3)ncc2c1,19%
Cc1ccc2oc(=O)c(/C=C(\O)c3cccs3)nc2c1,2%
Cc1ccc2nc(-c3ccc(NS(=O)(=O)c4ccc(F)c(F)c4)cc3)sc2c1,0%
